APP 5UTR inh = inhibitors of APP translation via 5'UTR reporter, primary screen, APP 5'UTR luciferase, SH-SY5Y cells | SH-SY5Y APP 5'UTR-luciferase reporter, luminescence | inhibition, % at 2 µM | 190,000 compounds, 0.82% hits;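 active means inhibition above a set limit, derived from the sample mean plus 3 SD, cut at about 45% in these data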; further: values of inactives mirror those of a sister screen read the other way
APP 5'UTR act = activators of APP 5'UTR luciferase reporter, primary screen, SH-SY5Y cells; 190,000 compounds, 1% hits; SH-SY5Y APP 5'UTR luciferase reporter, luminescence; zero percent = DMSO vehicle wells; activation, % at 2 µM;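 active means activation above a set limit, based on mean plus 3 SD of controls, cut at about 140% in these data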; further: values of inactives mirror those of a sister screen read the other way
STAT1 act = STAT1 signaling activators, primary screen, cell-based, HTS, luciferase reporter; NIH 3T3 STAT1-luciferase reporter, IFN-gamma, luminescence; 100% = IFN-gamma alone, no compound; activation (% of control), % at 5.5 µM; 200,000 compounds, 2.6% hits; AID 932, 2007;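 active means activation above the screen-wide mean activation plus 3 SD, cut at about 130% in these data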;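 further: raw ratio to IFN-gamma control signal so 100% means no change and 0% no light; values of inactives mirror those of a sister screen read the other way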
STAT1 blocker = STAT1 signaling inhibitors, primary screen, cell-based, HTS, luciferase reporter. inhibition, % at 5.5 µM. 200,000 compounds, 0.35% hits. NIH 3T3 STAT1-luciferase reporter, IFN-gamma, luminescence;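 active means inhibition above a set limit, the mean inhibition across all tested compounds plus 3 SD, cut at about 34% in these data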;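 further: 0% = IFN-gamma with DMSO and 100% = IFN-gamma with 300 µM nifuroxazide; values of inactives mirror those of a sister screen read the other way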
ROMK mod = ROMK potassium channel modulators, primary screen, cell-based, thallium flux, MLSMR library | ATP-sensitive inward rectifier potassium channel 1 (Homo sapiens), P48048 | Tet-inducible ROMK, thallium flux fluorescence; actives lie on both sides | B-score at 10 µM | 130,000 compounds, 2% hits | AID 1918, 2009;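 active means signal ratio slope over the read window, or its plate-corrected B-score, at least 3 SD from the plate mean, either direction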;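 further: B-score of the F/F0 ratio slope over 7 to 12 s after thallium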
Target sequence (P48048 whole entry, looked up): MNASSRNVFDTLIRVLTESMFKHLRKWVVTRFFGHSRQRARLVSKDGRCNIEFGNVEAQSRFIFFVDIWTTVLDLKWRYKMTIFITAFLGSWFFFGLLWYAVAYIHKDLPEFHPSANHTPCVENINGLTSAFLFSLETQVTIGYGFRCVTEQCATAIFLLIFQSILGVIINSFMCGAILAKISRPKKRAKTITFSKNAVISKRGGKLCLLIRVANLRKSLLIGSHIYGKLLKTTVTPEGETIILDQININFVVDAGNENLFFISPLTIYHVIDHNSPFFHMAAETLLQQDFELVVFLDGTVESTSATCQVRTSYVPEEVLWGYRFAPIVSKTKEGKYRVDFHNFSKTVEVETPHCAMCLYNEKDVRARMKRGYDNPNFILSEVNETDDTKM
FLuc inhib CS = firefly luciferase enzyme inhibitors, primary screen, artefact control for luciferase-based inhibitor screens, biochemical, luminescence, ATPLite; Luciferin 4-monooxygenase (Photinus pyralis), P08659; inhibition, % at 10 µM; 200,000 compounds, 1.5% hits; 10 min; AID 1006, 2008;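 active means inhibition above about 50% when tested at 10 µM, limit read from the data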
Target sequence (P08659 whole entry, looked up): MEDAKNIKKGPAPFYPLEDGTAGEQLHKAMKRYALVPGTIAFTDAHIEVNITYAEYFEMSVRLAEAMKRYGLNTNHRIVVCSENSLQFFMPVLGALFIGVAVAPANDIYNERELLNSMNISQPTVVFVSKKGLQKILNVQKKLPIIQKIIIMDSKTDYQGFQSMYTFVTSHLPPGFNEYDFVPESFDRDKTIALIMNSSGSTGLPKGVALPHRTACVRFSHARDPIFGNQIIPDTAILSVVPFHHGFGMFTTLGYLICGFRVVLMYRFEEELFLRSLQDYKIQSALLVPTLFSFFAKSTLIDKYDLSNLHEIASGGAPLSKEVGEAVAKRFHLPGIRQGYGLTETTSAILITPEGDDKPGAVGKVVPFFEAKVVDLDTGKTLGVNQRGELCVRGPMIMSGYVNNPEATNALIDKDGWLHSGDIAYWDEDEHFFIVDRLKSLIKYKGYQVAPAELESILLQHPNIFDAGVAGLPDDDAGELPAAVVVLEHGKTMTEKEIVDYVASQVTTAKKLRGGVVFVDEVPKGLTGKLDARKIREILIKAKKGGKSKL
STAT3 activator = IL-6 driven STAT3 reporter potentiators, primary screen, U3A cells, luciferase, luminescence, MLSCN library | 190,000 compounds, 0.91% hits | activation (% of control), % at 5.6 µM | IL-6 STAT3-luciferase reporter; 100% = signal with IL-6 EC80 alone;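 active means activation above the screen-wide mean of compound activation plus 3 SD, cut at about 130% in these data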;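 further: 0% = background luminescence of wells with medium and substrate only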
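System – human U3A cells carrying STAT3-luciferase construct · Probe or stimulus – Interleukin-6, 33 ng/mL · Schedule – compound 1 h, then IL-6 6 h at 37 °C · Signal – luminescence from STAT3-driven luciferase reporter · Evaluation – percent of IL-6-only median luminescence · Benchmarks – IL-6-only high control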
FLuc stim CS = FLuc activators, initial screening, artefact control for FLuc-dependent activation tests, biochemical, ATPlite luminescence; 200,000 tested, under 10 active; activation factor at 10 µM; ATPlite luciferase biochemical, 10 min; 0 = ATP-free wells, 1 = DMSO control; Luciferin 4-monooxygenase (Photinus pyralis), P08659;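 active means luciferase activation factor, scaled between plate controls, of at least 2 with compound at 10 µM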
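Assay system: Luciferase/luciferin detection reagent, cell-free biochemical luciferase assay / Also added: ATP substrate / Schedule: 10 min at ambient temperature / Measured by: luminescence measurement of luciferase light output / Benchmarks: low control with PBS replacing ATP, high control enzyme plus ATP without compound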
STAT3 blocker = IL-6 driven STAT3 reporter inhibitors, primary screen, U3A cells, luciferase, luminescence, MLSCN library; inhibition, % at 5.5 µM; AID 862, 2007; 190,000 compounds, 0.89% hits; IL-6 STAT3-luciferase reporter; host cell line lacks STAT1;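 active means inhibition above the mean inhibition across all screened compounds plus 3 SD, cut at about 44% in these data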;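 further: 0% = DMSO only wells and 100% = 100 µM nifuroxazide control wells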
NF-kB neuron act = activators of NF-kB expression in neurons, primary screen, cell-based, HTS; AID 1239, 2008; human neuronal cells, NF-kB reporter expression; stronger effect = higher value; 190,000 compounds, 1.6% hits; fold change at 12.5 µM; in the data active means fold change above about 3.3
The depositor's hits bear a star. Hits appear at their usual frequency; any-hit rate near 7.1%.

Results for CSc1nc(Oc2ccc3ccccc3c2)c2ccccc2n1 ?
APP 5UTR inh: -19; APP 5'UTR act: 19; STAT1 act: 95; STAT1 blocker: 5; FLuc inhib CS: -1; STAT3 activator: 81; FLuc stim CS: 1; STAT3 blocker: 29; NF-kB neuron act: 0.84

What do the screens show for `Cc1occc1C(=O)Nc1ccc(Br)cc1F`?
APP 5UTR inh: -26; APP 5'UTR act: 26; STAT1 act: 130*; STAT1 blocker: -32; ROMK mod: 0.68; FLuc inhib CS: 4; STAT3 activator: 99; FLuc stim CS: 1; STAT3 blocker: 7; NF-kB neuron act: 1.8

How did CC(C1CC1)N(C(=O)NC1CCS(=O)(=O)C1)c1ccccc1 (configuration not stated) do in these assays?
APP 5UTR inh: -4; APP 5'UTR act: 4; STAT1 act: 100; STAT1 blocker: 0; FLuc inhib CS: -1; STAT3 activator: 97; FLuc stim CS: 1; STAT3 blocker: 8; NF-kB neuron act: 1.1

Results for COc1ccccc1NC(=O)Nc1nnc(-c2ccco2)s1 ?
APP 5UTR inh: -11; APP 5'UTR act: 11; STAT1 act: 104; STAT1 blocker: -4; ROMK mod: 0.34; FLuc inhib CS: -4; STAT3 activator: 89; FLuc stim CS: 1; STAT3 blocker: 20; NF-kB neuron act: 1.5

Results for CCOC(=O)c1cc(CC)sc1NC(=O)CC1Sc2ccc(C(F)(F)F)cc2NC1=O (configuration not stated) ?
APP 5UTR inh: 26; APP 5'UTR act: -27; STAT1 act: 104; STAT1 blocker: -4; ROMK mod: 0.55; FLuc inhib CS: -4; STAT3 activator: 95; FLuc stim CS: 1; STAT3 blocker: 4; NF-kB neuron act: 1.1

How did COc1ccc(-c2nn(-c3ccccc3F)cc2CNCCn2nc(C)cc2C)cc1 do in these assays?
APP 5UTR inh: -18; APP 5'UTR act: 18; STAT1 act: 104; STAT1 blocker: -4; ROMK mod: -3.1; FLuc inhib CS: -3; STAT3 activator: 100; FLuc stim CS: 1; STAT3 blocker: 6; NF-kB neuron act: 0.98

Results for O=S(=O)(c1ccccc1F)N1CCN(c2nc3ccccc3s2)CC1 ?
APP 5UTR inh: -44; APP 5'UTR act: 44; STAT1 act: 117; STAT1 blocker: -20; ROMK mod: -0.51; FLuc inhib CS: -2; STAT3 activator: 97; FLuc stim CS: 1; STAT3 blocker: 4; NF-kB neuron act: 0.92

How did COC(=O)Nc1cc(C(F)(F)F)ccc1N1CCN(c2ccccc2)CC1 do in these assays?
APP 5UTR inh: 1; APP 5'UTR act: -1; STAT1 act: 106; STAT1 blocker: -8; ROMK mod: 0.3; FLuc inhib CS: -2; STAT3 activator: 91; FLuc stim CS: 1; STAT3 blocker: 12; NF-kB neuron act: 0.89

What do the screens show for `CC(C)(C)[C@H]1C=C(C(=O)N2CCOCC2)O[C@@H](OCCCCO)C1`?
APP 5UTR inh: -4; APP 5'UTR act: 5; STAT1 act: 103; STAT1 blocker: -2; FLuc inhib CS: -5; FLuc stim CS: 1; NF-kB neuron act: 1.2

Results for O=C1CCCC2(O)C1C(c1cccc(Br)c1)NC(=O)N2Cc1ccccc1 (configuration not stated) ?
APP 5UTR inh: -5; APP 5'UTR act: 5; STAT1 act: 90; STAT1 blocker: 11; FLuc inhib CS: 0; STAT3 activator: 86; FLuc stim CS: 1; STAT3 blocker: 21; NF-kB neuron act: 0.99

What do the screens show for `Cc1ccc(NC(=O)/C=C/c2ccc(Cl)cc2)nc1`?
APP 5UTR inh: -55; APP 5'UTR act: 55; STAT1 act: 137*; STAT1 blocker: -42; ROMK mod: 1.1; FLuc inhib CS: 6; STAT3 activator: 140*; FLuc stim CS: 0.9; STAT3 blocker: -43; NF-kB neuron act: 1.7

Results for C/C=C/c1ccc(OCCCCn2cncn2)c(OC)c1 ?
APP 5UTR inh: -12; APP 5'UTR act: 11; STAT1 act: 105; STAT1 blocker: -6; FLuc inhib CS: 5; STAT3 activator: 94; FLuc stim CS: 1; STAT3 blocker: 12; NF-kB neuron act: 1.5

Results for CC(C)C(NC(=S)Nc1ccccc1)C(=O)O (configuration not stated) ?
APP 5UTR inh: 10; APP 5'UTR act: -10; STAT1 act: 104; STAT1 blocker: -5; ROMK mod: -0.034; FLuc inhib CS: -5; STAT3 activator: 100; FLuc stim CS: 1; STAT3 blocker: 1; NF-kB neuron act: 1.1

Results for CCOc1ccc(S(=O)(=O)NCCOC)cc1C ?
APP 5UTR inh: 0; APP 5'UTR act: 0; STAT1 act: 98; STAT1 blocker: 3; ROMK mod: 0.098; FLuc inhib CS: -2; STAT3 activator: 91; FLuc stim CS: 1; STAT3 blocker: 11; NF-kB neuron act: 1.2

What do the screens show for `CN1CCCN(c2ncnc3scc(-c4ccc(F)cc4)c23)CC1`?
APP 5UTR inh: 3; APP 5'UTR act: -3; STAT1 act: 95; STAT1 blocker: 6; ROMK mod: -0.04; FLuc inhib CS: -10; STAT3 activator: 95; FLuc stim CS: 1.1; STAT3 blocker: 11; NF-kB neuron act: 1.1

How did CCOc1ccc2[nH]c(=O)c(CN(Cc3ccccc3OC)C(=O)c3ccccc3)cc2c1 do in these assays?
APP 5UTR inh: 6; APP 5'UTR act: -6; STAT1 act: 98; STAT1 blocker: 2; ROMK mod: 0.41; FLuc inhib CS: -8; STAT3 activator: 103; FLuc stim CS: 1.1; STAT3 blocker: 3; NF-kB neuron act: 1.1

What do the screens show for `COc1ccc(CN(C(=O)CSc2nnc(-c3ccc(F)cc3)o2)c2ccc(F)cc2)cc1`?
APP 5UTR inh: -5; APP 5'UTR act: 5; STAT1 act: 111; STAT1 blocker: -14; FLuc inhib CS: -6; STAT3 activator: 100; FLuc stim CS: 1.1; STAT3 blocker: 4; NF-kB neuron act: 0.82

How did CCc1ccccc1NC(=S)N(CCN1CCCCCC1)Cc1ccco1 do in these assays?
APP 5UTR inh: -4; APP 5'UTR act: 4; STAT1 act: 97; STAT1 blocker: 3; ROMK mod: -0.48; FLuc inhib CS: 0; STAT3 activator: 95; FLuc stim CS: 1; STAT3 blocker: 8; NF-kB neuron act: 1.3

How did COc1ccc(C2C3=C(CC(C)(C)CC3=O)Oc3ncn(Cc4ccccc4)c(=N)c32)cc1 (configuration not stated) do in these assays?
APP 5UTR inh: -12; APP 5'UTR act: 12; STAT1 act: 87; STAT1 blocker: 14; ROMK mod: -0.5; FLuc inhib CS: -8; STAT3 activator: 107; FLuc stim CS: 1.1; STAT3 blocker: -2; NF-kB neuron act: 0.75

How did Cc1[nH]c2ccccc2c1SCCNC(=O)c1ccc(Br)o1 do in these assays?
APP 5UTR inh: -10; APP 5'UTR act: 10; STAT1 act: 102; STAT1 blocker: -2; FLuc inhib CS: -3; STAT3 activator: 106; FLuc stim CS: 1; STAT3 blocker: -3; NF-kB neuron act: 0.89

Three compounds from above, sorted by heavy-atom count, lowest first.
Results for C/C=C/c1ccc(OCCCCn2cncn2)c(OC)c1 ?
APP 5UTR inh: -12; APP 5'UTR act: 11; STAT1 act: 105; STAT1 blocker: -6; FLuc inhib CS: 5; STAT3 activator: 94; FLuc stim CS: 1; STAT3 blocker: 12; NF-kB neuron act: 1.5

How did Cc1[nH]c2ccccc2c1SCCNC(=O)c1ccc(Br)o1 do in these assays?
APP 5UTR inh: -10; APP 5'UTR act: 10; STAT1 act: 102; STAT1 blocker: -2; FLuc inhib CS: -3; STAT3 activator: 106; FLuc stim CS: 1; STAT3 blocker: -3; NF-kB neuron act: 0.89

What do the screens show for `CC(C)(C)[C@H]1C=C(C(=O)N2CCOCC2)O[C@@H](OCCCCO)C1`?
APP 5UTR inh: -4; APP 5'UTR act: 5; STAT1 act: 103; STAT1 blocker: -2; FLuc inhib CS: -5; FLuc stim CS: 1; NF-kB neuron act: 1.2

(next part)
How did O=C(NCc1cccs1)C1CCCN1C(=O)Nc1ccc(Cl)cc1 (configuration not stated) do in these assays?
APP 5UTR inh: 8; APP 5'UTR act: -8; STAT1 act: 103; STAT1 blocker: -6; ROMK mod: -0.49; FLuc inhib CS: -5; STAT3 activator: 104; FLuc stim CS: 1.1; STAT3 blocker: -3; NF-kB neuron act: 0.99

What do the screens show for `Cc1sc2nc(CN3CCN(S(=O)(=O)c4cccc5nonc45)CC3)[nH]c(=O)c2c1C`?
APP 5UTR inh: 10; APP 5'UTR act: -10; STAT1 act: 88; STAT1 blocker: 14; ROMK mod: 0.5; FLuc inhib CS: -12; STAT3 activator: 97; FLuc stim CS: 1.1; STAT3 blocker: 7; NF-kB neuron act: 0.95

How did CCOC(=O)c1[nH]c2cc(OC)c(OC)cc2c1NC(=O)CN1CCN(c2ccc(OC)cc2)C(C)C1 (configuration not stated) do in these assays?
APP 5UTR inh: -16; APP 5'UTR act: 16; STAT1 act: 92; STAT1 blocker: 5; FLuc inhib CS: -3; STAT3 activator: 97; FLuc stim CS: 1; STAT3 blocker: 5; NF-kB neuron act: 0.52

How did CC1CCN(S(=O)(=O)c2ccc(C(=O)Nc3nnc(-c4ccncc4)o3)cc2)CC1 do in these assays?
APP 5UTR inh: -12; APP 5'UTR act: 12; STAT1 act: 99; STAT1 blocker: -1; ROMK mod: 0.27; FLuc inhib CS: -2; STAT3 activator: 104; FLuc stim CS: 1; STAT3 blocker: 4; NF-kB neuron act: 0.66

What do the screens show for `CN(C)c1ccnc(SCc2ccccc2Cl)c1C#N`?
APP 5UTR inh: -9; APP 5'UTR act: 9; STAT1 act: 108; STAT1 blocker: -9; FLuc inhib CS: -6; STAT3 activator: 83; FLuc stim CS: 1.1; STAT3 blocker: 24; NF-kB neuron act: 1.2

How did COc1ccc(OC)c(NC(=O)COC(=O)CNC(=O)c2ccc(OC)c(OC)c2)c1 do in these assays?
STAT1 act: 90; STAT1 blocker: 11; ROMK mod: -0.47; FLuc inhib CS: -6; STAT3 activator: 96; FLuc stim CS: 1.1; STAT3 blocker: 3; NF-kB neuron act: 1.1

Results for CCOC(=O)CN(c1cccc(C(C)=O)c1)S(C)(=O)=O ?
APP 5UTR inh: 9; APP 5'UTR act: -9; STAT1 act: 99; STAT1 blocker: 1; ROMK mod: 0.76; FLuc inhib CS: -8; STAT3 activator: 99; FLuc stim CS: 1.1; STAT3 blocker: 1; NF-kB neuron act: 1.1

How did NS(=O)(=O)c1ccc(CNC(=O)NC23CC4CC(CC(C4)C2)C3)cc1 do in these assays?
APP 5UTR inh: 18; APP 5'UTR act: -18; STAT1 act: 102; STAT1 blocker: -1; FLuc inhib CS: -7; STAT3 activator: 99; FLuc stim CS: 1.1; STAT3 blocker: 5; NF-kB neuron act: 1
